Screening results (PubChem BioAssay)
UHRF1 binding = UHRF1 methylated DNA binding inhibitors, primary screen, counter-screen for MBD2 inhibitor project, biochemical, TR-FRET, human UHRF1, single concentration; 370,000 tested, 0.75% active; E3 ubiquitin-protein ligase UHRF1 (Homo sapiens), Q96T88; AID 687016, 2013; inhibition, % at 4.4 µM; UHRF1 binding to methylated oligo; in the data active = inhibition above about 21%;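 also: UHRF1 SRA domain binding a hemimethylated CpG hairpin DNA probe; 0% = median of test compound wells and 100% = reference inhibitor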
Target sequence (Q96T88 whole entry, looked up, the tested form may be a part): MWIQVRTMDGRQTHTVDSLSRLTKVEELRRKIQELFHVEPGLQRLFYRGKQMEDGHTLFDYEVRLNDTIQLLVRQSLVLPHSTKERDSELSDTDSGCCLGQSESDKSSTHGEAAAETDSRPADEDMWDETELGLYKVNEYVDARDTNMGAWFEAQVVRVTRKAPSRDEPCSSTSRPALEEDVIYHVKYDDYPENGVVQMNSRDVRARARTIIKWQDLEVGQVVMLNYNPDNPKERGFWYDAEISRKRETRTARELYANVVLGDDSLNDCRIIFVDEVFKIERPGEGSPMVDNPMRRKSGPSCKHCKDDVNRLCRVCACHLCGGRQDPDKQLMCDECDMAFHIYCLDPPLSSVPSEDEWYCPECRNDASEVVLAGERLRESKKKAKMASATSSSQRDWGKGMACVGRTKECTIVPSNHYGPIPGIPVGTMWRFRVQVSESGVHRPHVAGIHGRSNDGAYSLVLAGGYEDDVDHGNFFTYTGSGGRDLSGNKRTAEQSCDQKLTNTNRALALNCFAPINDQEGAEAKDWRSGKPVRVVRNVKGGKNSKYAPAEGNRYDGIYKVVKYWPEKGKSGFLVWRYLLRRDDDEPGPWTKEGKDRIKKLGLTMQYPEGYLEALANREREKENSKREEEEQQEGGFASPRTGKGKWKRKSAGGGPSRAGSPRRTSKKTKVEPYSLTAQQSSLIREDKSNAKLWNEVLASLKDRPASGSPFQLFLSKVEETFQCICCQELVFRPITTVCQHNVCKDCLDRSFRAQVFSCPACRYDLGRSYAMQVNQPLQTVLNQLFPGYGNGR
PRMT1 FP inh = PRMT1 methyltransferase inhibitors, primary screen, biochemical, fluorescence polarization | Protein arginine N-methyltransferase 1 (Homo sapiens), Q99873 | recombinant PRMT1, activity-based probe fluorescence polarization | inhibition, % at 2.79 µM | 370,000 tested, 1.3% active | AID 652257, 2013;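 active = inhibition above about 21% made by adding two undisclosed values, limit read from the data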
TDP2 absorb = human TDP2 enzyme inhibitors, primary screen, biochemical, epi absorbance, recombinant enzyme. Tyrosyl-DNA phosphodiesterase 2 (Homo sapiens), O95551. inhibition, % at 12.8 µM. T5PNP hydrolysis, p-nitrophenol absorbance 415 nm. 370,000 tested, 0.34% active;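 active = inhibition above the mean of all tested compounds plus 3 SD, set per campaign, cut at about 25% in these data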;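 also: 0% = DMSO with enzyme and 100% = buffer with substrate but no TDP2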
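Read-out basis: percent inhibition. System: recombinant human TDP2. Buffer or medium: Mg2+-containing Tris-HCl buffer, pH 7.5. Repeats: single replicate. Timing: reaction 2 h, 37 °C. Benchmarks: high control without enzyme, low control DMSO plus TDP2. Probe or stimulus: 5 mM T5PNP. Doses: 12.8 µM only. Measured by: epi absorbance of p-nitrophenol freed from T5PNP by hydrolysis.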
SIAE primary = human SIAE inhibitors, primary screen, biochemical, fluorescence polarization, FP-Rh probe, 1536-well HTS | Sialate O-acetylesterase (Homo sapiens), Q9HAT2 | SIAE FP-Rh probe binding | inhibition, % at 9.66 µM | 370,000 tested, 0.69% active | AID 1053197, 2014;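 active = inhibition above a cutoff: mean of compounds within the control limits plus 3 SD of those, cut at about 17% in these data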;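 also: 0% = plate median of compound wells and 100% = probe without SIAE protein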
Tn6 DDE FP = inhibitors of Tn6 peptide binding to fibrin DD(E), primary screen, biochemical, fluorescence polarization, human fibrin, Tn6 probe. Fibrinogen beta chain (Homo sapiens), P02675. Fibrin DD(E) TRITC-Tn6 fluorescence polarization displacement. inhibition, % at 8.3 µM. 370,000 tested, 0.21% active. AID 720509, 2013;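 active = inhibition above a per-campaign cutoff: mean of compounds within control limits plus 3 SD, cut at about 15% in these data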;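 also: 0% = median of all compound wells on the plate and 100% = blocking peptide control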
TCR CD3 inh = inhibitors of human TCR-CD3 interaction, primary screen, biochemical, fluorescence, TAMRA-labeled TCR probe. inhibition, % at 9.4 µM. AID 651800, 2012. T-cell receptor (TCR). 360,000 tested, 0.37% active; in the data active = inhibition above about 19%;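 also: recombinant mutant TCR 2C K166C tagged with TAMRA read by polarization; 0% = receptor in buffer alone and 100% = receptor with positive control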
Tn7 DDE FP = inhibitors of Tn7 peptide binding to fibrin DD(E), primary screen, biochemical, fluorescence polarization, human fibrin, Tn7 probe. Fibrinogen beta chain (Homo sapiens), P02675. FP displacement of FITC-Tn7 peptide from fibrin DD(E); 0% = median of compound wells per plate. inhibition, % at 8.3 µM. 370,000 tested, 0.13% active. AID 720508, 2013;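 active = inhibition above the mean of compounds falling within the control limits plus 3 SD of them, cut at about 14% in these data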;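 also: 0% = plate median of compound wells and 100% = 10 µM Aha-Tn7 peptide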
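System: human fibrin DD(E); quantity: Fibrin-DD(E) at 2 µM final; also added: fluorescent Tn7 probe at 0.1 µM; compound dosing: single nominal test concentration of 8.3 µM per compound; schedule: 10 min preincubation, 3 h with tracer, room temperature; detection: fluorescence polarization of the labelled Tn7 tracer; repeats: one replicate per compound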
MBD2 DNA inh = inhibitors of MBD2 binding to methylated DNA, primary screen, biochemical, TR-FRET, DNA-binding domain, human; Methyl-CpG-binding domain protein 2 (Homo sapiens), Q9UBB5; MBD2 binding to methylated oligonucleotide; inhibition, % at 4.4 µM; 370,000 tested, 0.31% active; AID 686964, 2013; in the data active = inhibition above about 13%
KLK7 zymogen act = proKLK7 zymogen activators, primary screen, biochemical, fluorescence intensity; Kallikrein-7 (Homo sapiens), P49862; purified proKLK7, EDANS-DABCYL substrate fluorescence; 100% is mature enzyme control, 0% vehicle; activation, % at 7 µM; 370,000 tested, 0.9% active; AID 652039, 2013;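 active = activation above the mean of all tested compounds plus 3 SD, computed per campaign excluding outliers beyond control limits, cut at about 13% in these data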
Target sequence (P49862 whole entry, looked up): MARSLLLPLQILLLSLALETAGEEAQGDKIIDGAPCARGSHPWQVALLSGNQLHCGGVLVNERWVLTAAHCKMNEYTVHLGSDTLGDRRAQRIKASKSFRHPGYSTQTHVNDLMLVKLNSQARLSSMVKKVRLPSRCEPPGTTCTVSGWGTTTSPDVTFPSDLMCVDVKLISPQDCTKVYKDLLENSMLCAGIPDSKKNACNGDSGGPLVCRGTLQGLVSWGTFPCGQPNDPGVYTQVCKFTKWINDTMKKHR
LEDGF integ inh = blockers of LEDGF/p75-dependent integrase strand transfer – biochemical, TR-FRET, high throughput, primary screen; TR-FRET IN-LEDGF/p75 DNA integration, Eu/Cy5; inhibition, % at 3.7 µM; 370,000 tested, 0.64% active;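 active = inhibition above the screen-wide mean plus 3 SD, cut at about 13% in these data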;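 also: signal is the Cy5 over europium emission ratio at 671 and 618 nm; 0% = plate median of compound wells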
Numbers without * were called inactive; / = no result given. No enrichment for hits; overall some 4.6% were active at least once.

SMILES	UHRF1 binding	PRMT1 FP inh	TDP2 absorb	SIAE primary	Tn6 DDE FP	TCR CD3 inh	Tn7 DDE FP	MBD2 DNA inh	KLK7 zymogen act	LEDGF integ inh
Clc1ccc2[nH]c3c(NCC4CCCO4)ncnc3c2c1 (configuration not stated)	-2	1	3	0	-3	5	5	-1	0.0	0
CCCc1cc(NC(=O)CCl)n(-c2ccccc2)n1	1	-2	8	5	6	1	9	3	-0.3	1
C/C(=N\O)C(=O)C(CN1CCCCC1)CN1CCCCC1	-2	-1	8	5	-5	3	-4	1	0.4	-2
N#Cc1ccccc1Sc1ccccc1C(=O)NCC(c1ccco1)N1CCCCC1 (configuration not stated)	4	3	6	-3	2	-2	-4	8	-0.4	-3
CC(=O)Oc1cc2c3c(c1)/C(=C1/SC(=S)NC1=O)C(=O)N3C(C)(C)C=C2C	0	5	-8	6	1	2	5	4	0.5	1
COc1cc2c(cc1NC(=O)c1cccnc1)oc1ccccc12	-2	0	-2	-23	-6	0	6	-3	1.0	2
CCCCNC(=O)C1(C)CCN1C(=O)CSc1ccccc1 (configuration not stated)	1	-3	19	8	-4	-9	-3	3	-0.5	0
C=CCn1c(SCc2ccccc2C#N)nnc1-c1cc(Br)ccc1O	1	3	2	3	1	0	2	-1	0.7	2
CC(C)Cc1ccc(-c2ccc3nccn3c2)cc1	0	0	5	6	2	2	0	2	-1.1	-4
CC(=O)Oc1c(S(=O)(=O)c2ccc(C)cc2)c(C)nn1C(C)(C)C	-1	0	1	-3	3	-5	1	-3	0.4	3
COc1ccccc1CNC(=O)COc1ccccc1C(=O)c1cnn(-c2ccccc2)c1	0	7	5	-3	-9	-7	-2	-4	-1.2	-3
Cn1c(N)c(C(=O)CSc2nnc(C3CC3)n2Cc2ccccc2)c(=O)n(C)c1=O	0	-4	-5	-5	-3	-4	2	1	0.2	1
CCn1c(Cc2c(C)[nH]c3ccccc23)nnc1SCC(N)=O	1	1	-3	1	8	-2	2	-2	1.0	0
Brc1ccc(N=Nc2ccc3ccccc3n2)cc1	3	-1	2	-4	-2	-1	0	3	0.3	-3
COc1cccc(-c2cc(C(F)(F)F)n3ncc(C(=O)O)c3n2)c1	-2	0	0	-1	2	4	-1	-2	1.1	-4
Cc1cc(C(=O)N/N=C/c2ccc([N+](=O)[O-])s2)c2ccccc2n1	8	6	-9	15	2	3	4	-1	0.4	-1
Cc1ccc(N2CC(C(=O)Nc3ncc([N+](=O)[O-])s3)CC2=O)cc1 (configuration not stated)	0	2	-8	-1	1	0	-1	-2	0.2	4
NC1=NC2(CCCCC2)N=C(Nc2ccc(Br)cc2)N1	0	-5	-6	-2	5	6	0	-3	-0.1	1
COc1ccc(-c2csc(Nc3cc(C)ccn3)n2)cc1C	0	-3	-21	-4	-5	13	-3	-12	0.4	8
CCc1c(O)cc2n(c1=O)-c1ccccc1C2(C)C	3	2	1	8	-5	-7	0	8	-0.9	2
N#CC(c1ccc(Cl)cc1)c1ncc(C(F)(F)F)cc1Cl (configuration not stated)	6	-3	-7	0	-2	0	-3	0	-0.5	0
C[C@H](NC(=O)CCCOc1ccc(Cl)cc1Cl)c1nnc2ccccn12	0	2	6	8	4	-1	-2	5	0.5	-1
CC(C)[C@H](NC(=O)c1ccccc1)C(=O)Nc1cccc(S(=O)(=O)N2CCOCC2)c1	5	6	3	-12	-7	0	0	9	0.1	-8
COc1ccc(C(=O)NC(Cc2c[nH]c3ccccc23)C(=O)O)cc1 (configuration not stated)	-1	-3	1	-6	6	-1	2	-1	-0.4	9
Cc1ccc(S(=O)(=O)Nc2cccc(C(=O)NCCN3CCOCC3)c2)cc1F	3	0	1	5	5	7	2	6	-0.2	-3
Carrying on.
SMILES	UHRF1 binding	PRMT1 FP inh	TDP2 absorb	SIAE primary	Tn6 DDE FP	TCR CD3 inh	Tn7 DDE FP	MBD2 DNA inh	KLK7 zymogen act	LEDGF integ inh
CC[C@]12c3[nH]c4cc(-c5ccco5)ccc4c3CCN1C(=O)[C@@H](CC(=O)NCc1ccco1)C[C@@H]2C(=O)N1CCN(C(=O)c2ccco2)CC1	-1	7	-2	9	2	-1	1	0	134*	-1
C[C@H](NC(=O)[C@@H]1Cc2ccccc2CN1)C(=O)Nc1ccc2c(c1)OCO2	-4	-5	-19	5	0	1	0	-4	-0.4	-4
COc1cc2cc(C(c3nnnn3C3CCCC3)N3CCCCC3)c(=O)[nH]c2cc1OC (configuration not stated)	16	0	-1	11	-3	7	-7	0	0.6	-2
COc1cc(OC)cc(C(=O)N[C@@H](CCSC)c2nc3ccccc3[nH]2)c1	-1	-8	-9	2	0	1	1	3	0.7	7
O=C(NCc1cccnc1)c1cc(C2CCCN(S(=O)(=O)c3ccccc3)C2)on1 (configuration not stated)	0	4	1	11	0	-7	-2	4	0.4	-4
CC(C)Oc1ccc(CCc2nnc(SC(C)C(=O)O)n2-c2ccccc2)cc1 (configuration not stated)	0	1	9	-8	-1	-1	2	5	-0.7	-1
CC(NC(=O)C1CCC(CNS(=O)(=O)c2ccccc2)CC1)c1ccccc1 (configuration not stated)	6	7	-17	-5	-3	-11	4	2	0.4	5
CCOc1ccccc1NC(=O)C1C(c2ccccc2)C1(Cl)Cl (configuration not stated)	-1	0	-7	-8	6	1	-8	-1	0.4	1
COC(=O)[C@]12C[C@H](CC(=O)N3CCC(c4ccccc4)CC3)C(=O)N(Cc3ccccc3)C1=C[C@H](C(C)(C)C)O[C@@H]2C	1	2	-2	0	-3	4	0	-3	0.3	1
CCOc1ccc(S(=O)(=O)N2CCCCC2)c2ccccc12	0	1	4	-1	3	-2	1	2	0.1	3
CCC(C(=O)NCCC1=CCCCC1)c1ccccc1 (configuration not stated)	-1	-2	-6	1	-2	1	-2	-6	-0.2	3
O=C(COc1ccc2c(c1)CCC2)NCc1ccccc1	-4	-5	-8	-1	5	4	3	-1	-0.4	-1
COc1ccc(/C=N/NC(=O)C[n+]2ccccc2)c(OC)c1	1	4	2	2	-8	-8	3	2	0.2	-1
CC1CCN(C(=O)CNC(=O)c2cccc(OC(F)F)c2)CC1	-1	-2	-2	-9	5	1	6	-2	0.1	1
Cc1cc(Cl)c(C)c(S(=O)(=O)N2CCN(C(=O)C3CCCO3)CC2)c1Cl (configuration not stated)	1	2	-12	1	2	2	2	-1	0.3	-3
COc1ccc2oc(=O)c(C(=O)N3CCN(c4ccc(F)cc4)CC3)cc2c1	-1	2	-9	3	0	1	-5	4	0.4	0
COc1ccc(Cc2nnc(NC(=O)c3ccccc3C)s2)cc1	-2	0	-6	2	-3	-4	-4	2	0.5	4
CC(C)COc1ccc(-c2nn(-c3ccccc3)cc2/C=C2/SC(=S)N(CC(=O)O)C2=O)cc1	2	5	6	-5	-3	-8	-3	2	-0.4	-1
CN(C)c1ccc(-c2ccnc3c2CC(C)(C(=O)NCC2CCOCC2)O3)cc1 (configuration not stated)	1	1	-5	9	-10	5	-10	4	-0.9	-2
CCCCc1nc2ccccc2c(NC(=O)CN(CC)CC)c1CCC	1	0	16	-3	3	5	6	3	-0.1	3
N#Cc1c(-c2ccccc2)[nH]c(=S)[nH]c1=O	3	7	-4	13	1	-1	1	2	0.2	1
Cc1occc1C(=O)NNC(=O)c1cccc(F)c1	-1	1	-4	3	6	4	2	-5	0.0	0
Cc1ccc(N2CCN(S(=O)(=O)N(C)C)CC2)cc1Cl	1	-2	-9	1	3	4	6	0	0.9	-3
O=C(COC(=O)CNC(=O)C1CCCCC1)Nc1ccccc1OC(F)F	-1	4	-14	-1	2	-2	3	-2	-0.6	-8
O=C(NCC(=O)N1CCCC(C(F)(F)F)C1)c1ccccc1Br (configuration not stated)	2	1	4	-1	-2	1	2	2	0.4	-3
(more compounds)
SMILES	UHRF1 binding	PRMT1 FP inh	TDP2 absorb	SIAE primary	Tn6 DDE FP	TCR CD3 inh	Tn7 DDE FP	MBD2 DNA inh	KLK7 zymogen act	LEDGF integ inh
CC(=O)c1ccc(NC(=O)CSCC(=O)Nc2ccc3ccccc3c2)cc1	3	2	-2	-7	1	-4	2	10	0.0	1
CCCS(=O)(=O)NC(=O)C1(C)CCCN(C(=O)c2cc3ccccc3s2)C1 (configuration not stated)	3	-1	-6	15	-9	-4	-2	2	-0.7	-2
NC(=O)C1CCCN(C(=O)c2ccc3nc(Cc4cccc(Cl)c4)oc3c2)C1 (configuration not stated)	-2	-3	7	-2	4	2	4	2	-0.1	2
C[C@@H]1CCCN1[C@@H]1CS(=O)(=O)N[C@H]1COCc1ccccc1	0	4	-10	1	7	-4	7	4	0.5	1
COc1ccc(S(N)(=O)=O)cc1C(=O)OCC(=O)N1CC(=O)Nc2ccccc21	1	-4	7	2	1	0	-10	0	0.3	2
CNC(=O)NC(=O)C(C)OC(=O)c1cc2c(s1)CCCCC2 (configuration not stated)	5	1	0	0	-4	-1	5	4	-0.4	1
CC(C)(C)C(=O)Nc1sc(-c2ccccc2)cc1C(=O)O	-1	1	-4	-1	-3	7	10	2	-0.1	-4
COc1ccc(NC(=O)CCc2nc3ccccc3c(=O)[nH]2)cc1S(=O)(=O)N1CCCCC1	-2	2	6	-2	0	-5	-6	-1	0.6	-5
CC(=O)Nc1ccc(S(=O)(=O)N2CCN(c3nc4ccccc4n3CC(C)C)CC2)cc1	-2	-3	6	3	-5	0	-10	-3	0.7	4
CCOC(=O)CC[C@H]1CC[C@]2(CCCN(C3CCCCC3)C2)O1	3	-3	0	4	1	/	-3	-3	0.0	-1
CC[C@@]12C(=O)N(c3cccc(F)c3)C(=O)N1[C@H](c1cccc(C)c1)[C@@H]1C(=O)N(Cc3ccccc3)C(=O)[C@@H]12	-4	-1	-6	3	-3	0	7	-4	0.5	-3
